Source: PubChem BioAssay (National Center for Advancing Translational Sciences (NCATS))
TRPV1 ag – HTS Assay for Compounds that Act as Agonists of the Vanilloid Receptor 1; TRPV1-expressing cells, Fluo-8 calcium influx, agonist mode; activation, % at 8.33 µM; 320,000 tested, 0.19% active; AID 540275, 2011; in the data active = activation above about 80%; inconclusive = between about 30% and that limit; also: 0% is about no effect
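Cells expressing TRPV1 were dye-loaded with Fluo-8 and read kinetically: 10 s baseline, 3 min after compound (agonist portion), then 2 min after EC20 capsaicin (allosteric enhancer portion). Calcium-bound dye fluorescence at 480/520 nm.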
ASM inhibitor – Inhibitors of Secretory Acid Sphingomyelinase (S-ASM): qHTS; Sphingomyelin phosphodiesterase (Homo sapiens), P17405; placental ASM, HMU-PC fluorogenic substrate, 60 min; Potency, µM (series often up to 57.5 µM), inactives show top-dose activity change, negative = inhibition, most hits filed as inhibitors; 340,000 tested, 0.006% active; AID 504937, 2011; also: potency is read from the fitted curve at half-maximal effect
Target sequence (P17405 47-631 limits assumed): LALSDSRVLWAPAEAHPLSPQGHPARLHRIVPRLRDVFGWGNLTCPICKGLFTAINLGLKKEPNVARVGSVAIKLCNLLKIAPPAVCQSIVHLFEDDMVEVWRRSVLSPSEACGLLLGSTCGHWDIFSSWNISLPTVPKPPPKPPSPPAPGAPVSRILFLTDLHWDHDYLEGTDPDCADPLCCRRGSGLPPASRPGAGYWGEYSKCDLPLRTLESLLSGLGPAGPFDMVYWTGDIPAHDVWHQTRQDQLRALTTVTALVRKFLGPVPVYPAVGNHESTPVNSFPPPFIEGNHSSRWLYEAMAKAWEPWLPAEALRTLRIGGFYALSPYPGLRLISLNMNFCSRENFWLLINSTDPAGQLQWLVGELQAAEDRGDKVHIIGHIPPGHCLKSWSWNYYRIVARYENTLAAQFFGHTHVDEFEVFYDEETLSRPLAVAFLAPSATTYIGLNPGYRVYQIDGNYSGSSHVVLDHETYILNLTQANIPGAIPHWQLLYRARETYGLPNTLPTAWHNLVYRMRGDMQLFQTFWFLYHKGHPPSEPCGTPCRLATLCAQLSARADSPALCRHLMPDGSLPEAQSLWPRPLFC
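HMU-PC0 cleavage (9 uM final) by human placental ASM, 60 min at 37 °C following 10 min compound exposure at RT; stopped at pH 10, fluorescence Ex 386/Em 447 nm.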
MBNL1-CUG inh – qHTS Assay for Inhibitors of MBNL1-poly(CUG) RNA binding; AID 2675, 2010; Potency, µM (highest dose often 57.5 µM), for the others: at the top dose activity change, negative = inhibition, actives largely listed as inhibitors; TR-FRET MBNL1-His/biotin-(CUG)12 binding, 665/545 ratio; Muscleblind-like protein 1 (Homo sapiens), Q9NR56; 280,000 tested, 0.036% active; active = well fitted inhibition curve with a large enough effect in the signal ratio, with a control signal flat, not every such curve was filed as active; inconclusive = small, poorly fitted or top-dose-only effect, or effect the other way, or a change in a side signal; inactive = no such curve, though single readings can be large or run the other way; the % refers to the signal ratio; also: potency is read from the fitted curve at half-maximal effect; % is scaled to controls: 0 for no effect and ±100 for the full control effect
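Ratiometric TR-FRET (665 over 545 nm, excitation 340 nm) tracks disruption of MBNL1-His/biotin-(CUG)12 complex after 60 min at room temperature, with compounds at 92 nM to 58 uM final.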
GALK inhibitor – qHTS Assay for Inhibitors of Human Galactokinase (GALK) | Potency, µM (titrated, usually from 57.5 µM), for the others: at the top dose activity change, negative = inhibition, actives largely listed as inhibitors | Purified GALK, Kinase-Glo residual ATP luminescence | P51570 | 270,000 tested, 0.007% active; also: potency is read from the fitted curve at half-maximal effect; % is scaled to controls: 0 for no effect and ±100 for the full control effect
Target sequence (P51570 whole entry, looked up): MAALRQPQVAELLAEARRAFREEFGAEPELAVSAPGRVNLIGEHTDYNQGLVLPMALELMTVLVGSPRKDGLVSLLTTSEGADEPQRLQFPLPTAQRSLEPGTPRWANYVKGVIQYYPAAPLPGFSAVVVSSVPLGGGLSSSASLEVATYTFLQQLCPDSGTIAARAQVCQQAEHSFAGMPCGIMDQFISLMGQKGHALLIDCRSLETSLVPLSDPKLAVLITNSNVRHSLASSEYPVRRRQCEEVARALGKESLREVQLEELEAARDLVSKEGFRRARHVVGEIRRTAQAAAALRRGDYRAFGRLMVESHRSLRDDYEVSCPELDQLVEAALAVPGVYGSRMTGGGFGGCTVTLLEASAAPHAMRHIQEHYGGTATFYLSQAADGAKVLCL
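Kinase-Glo Plus luminescence measured ATP left after a 1 h room-temperature reaction. The reaction used 5 nM GALK, 100 uM galactose and 35 uM ATP at pH 8.0 (20 mM HEPES, 5 mM MgCl2, 60 mM NaCl, 1 mM DTT, 0.01% BSA).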
hERG WT inh – qHTS for Inhibitors of KCHN2 3.1: Wildtype qHTS. U2OS, BacMam KCNH2, thallium flux FluxOr; active compounds read low. 340,000 tested, 0.37% active. activity change, % at 1.84 µM;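 active = maximum activity change below -70%; inconclusive = maximum activity change between -70% and -50%; inactive = maximum activity change above -50%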; also: % is scaled to controls: 0 for no effect and ±100 for the full control effect
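U2OS cells transduced with wild-type KCNH2 virus are loaded with FluxOr dye for 45 min, and thallium flux is measured in kinetic reads before and after stimulation buffer. Rate constants are normalized to DMSO controls.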
Coupling enz – qHTS Assay for Inhibitors of Fructose-1,6-bisphosphate Aldolase from Giardia Lamblia: Coupling assay counterscreen; coupling enzyme system counterscreen, AmpLite Red fluorescence; activity change, negative = inhibition, % at 58.2 µM, hits read low; 290,000 tested, 0.67% active; AID 2472, 2010; in the data active = activity change below about -30%; also: % is scaled to controls: 0 for no effect and ±100 for the full control effect
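Coupling enzymes only (glyceraldehyde-3-phosphate) + compound, at 57.5 uM final, 10 min RT; add substrate/coupling/AmpLite Red mix, 20 min RT; fluorescence ex 525/em 598 nm. Actives flag coupling-system interference.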
CXXC DNA block – qHTS Fluorescence Polarization Assay for Inhibitors of MLL CXXC domain - DNA interaction | MLL-CXXC / FITC-HOXA9 DNA fluorescence polarization | Potency, µM (series often up to 115 µM), inactives show at the top dose activity change, negative = inhibition, most hits filed as inhibitors | 290,000 tested, 0.037% active; active = well fitted inhibition curve with a large enough effect in the polarisation, with a control signal flat, not every such curve was filed as active; inconclusive = small, poorly fitted or top-dose-only effect, or effect the other way, or a change in a side signal; inactive = no such curve, though single readings can be large or run the other way; the % refers to the polarisation; also: potency is read from the fitted curve at half-maximal effect
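Steps: dispense CXXC domain solution (7 uM) → pin compounds or unlabeled HOX-A9 DNA control → 5 min ambient → add FLSN-HOX-A9 solution (50 nM) → spin → 30 min ambient → fluorescence polarization. Tris pH 7.5/NaCl/DTT/BSA buffer.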
AT treatment – qHTS Assay for Identifying a Potential Treatment of Ataxia-Telangiectasia | […] A-T fibroblasts, KAP-1 phosphorylation AlphaLISA; neocarzinostatin DNA damage 30 min before lysis | Potency, µM (titrated, usually from 57.5 µM), without a hit: at the highest dose activation, actives largely listed as activators | 320,000 tested, 0.19% active | AID 485349, 2010; also: potency is read from the fitted curve at half-maximal effect; % of control where 0% means no effect; nearly all actives have a fitted effect of over 45% in size
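hTERT-immortalized A-T patient fibroblasts ([…]), 500 cells/well in OPTI-MEM, 1% FBS, got compounds for 60 min, then NCS for 30 min at 37C. Lysates were then assayed for phospho-KAP-1 by AlphaLISA (anti-pKAP1 donor, anti-KAP1 acceptor beads), 6 hr at 25C.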
a7 integrin act – qHTS for Activators of Integrin-Mediated Alleviation for Muscular Dystrophy | Potency, µM (highest dose often 38.3 µM), inactives show at the highest dose activation, hits mostly activators | 350,000 tested, 0.064% active | alpha7betagal myoblasts, beta-gal FDG fluorescence, 48 h;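 also: potency is read from the fitted curve at half-maximal effect; 100% = response of the positive control SU9516; nearly all actives have a fitted effect of over 60% in size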
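alpha7betagal+/- myoblasts (passage 13, 250/well) treated 48 h at 37C with compounds at 1:260 dilution of DMSO stock. Lysed, then beta-galactosidase activity read as FDG fluorescence (ex 480/em 540) after 30 min, with pre-read for autofluorescence.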
KCNH2 3.1 block – qHTS for Inhibitors of KCHN2 3.1: Mutant qHTS | AID 720553, 2013 | Potassium voltage-gated channel subfamily H member 2, brain isoform KCNH2 3.1 (human) | U2OS KCNH2 3.1, thallium flux FluxOr; active compounds read low | activity change, % (tested at about 1.8 µM) | 340,000 tested, 0.95% active;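 active = maximum activity change below -70%; inconclusive = maximum activity change from -70% to -50%; inactive = maximum activity change above -50%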;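 also: thallium influx rate constant from kinetic fluorescence after stimulation buffer; % is scaled to controls: 0 for no effect and ±100 for the full control effect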
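Channel expression came from 3.1 mutant virus (1.77 x 10^8 /mL) applied to suspended U2OS cells for 4 h. Flux was tracked with FluxOr dye plus Red40 quencher, and kinetic rate constants normalized to controls.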
* = called active by the depositor; i = inactive; ? = inconclusive; nt = no result given; [ ] = remark or other dose. Unless noted, calls follow the shape of the dose curve; as a rule, active = well fitted curve in the direction sought with a large enough effect; inconclusive = small, poorly fitted or top-dose-only effect, or another doubt; inactive = no such curve, though single readings can be large; an effect the other way counts as inactive or inconclusive.

SMILES	TRPV1 ag	ASM inhibitor	MBNL1-CUG inh	GALK inhibitor	hERG WT inh	Coupling enz	CXXC DNA block	AT treatment	a7 integrin act	KCNH2 3.1 block
CC(C)Oc1cccc(C(=O)C2CCCN(C(=O)CCc3cnn(C)c3)C2)c1 (stereo not drawn)	?	-2.6%	11.9%	-4.1%	3.4	-1.2	-12.9%	2.3%	-12.4%	-9.1
Cc1ccc2nc(CSc3nc(C)ccc3C#N)[nH]c2c1	?	212.8%[activator]	?	-0.8%	1.7	-9.2	13.9%	-1.5%	-0.4%	13.7
NC(=O)c1sc2nc3c(cc2c1N)CCCCCC3	nt	291.7%[activator]	nt	-1.3%	-1.2	0.4	0.2%	-2.0%	17.2%	0.5
COCCN1C(=O)CS/C1=C(/C#N)C(=O)NCc1ccco1	-1.8	-3.6%	7.2%	6.8%	-0.9	-4.6	-2.2%	?	12.1%	8.3
CS(=O)(=O)NCCCNc1ccc(C(F)(F)F)cc1[N+](=O)[O-]	-2.2	-10.5%	?	-1.9%	-18.1	2.2	-6.0%	18.0%	-24.7%	-0.8
O=c1cc(N2CCC3(CC2)OCCO3)[nH]c(=O)n1-c1ccc(Cl)cc1	1.0	3.2%	7.1%	-0.3%	2.5	0.4	1.4%	-0.2%	0.9%[7.66 µM]	12.2
COc1cccc(/C=N/N2CCN(c3ccccc3OC)CC2)c1	7.2	-1.8%	5.5%	-0.8%	-25.2	-2.8	0.1%	-6.1%	0.5%	-119.8*
COC(=O)c1ccc(CSc2nc3ccccc3c(=O)n2-c2ccccc2)o1	-3.5	-2.9%	0.2%	-0.9%	-24.8	3.4	1.0%	-0.9%	-45.5%[inhibitor]	-0.5
Cc1cc(C(=O)COC(=O)c2ccc(NC(=O)CC#N)cc2)c(C)n1CCc1ccc(F)cc1	-0.3	-5.8%	nt	nt	-0.9	nt	nt	-5.7%	-16.8%	5.9
COc1ccc(N2CCN(S(=O)(=O)c3ccc(C(=O)NCc4ccco4)cc3)CC2)cc1	2.7	5.3%	-1.7%	-0.5%	3.2	3.5	5.7%	2.8%	29.4%	7.3
CCCc1nc2c(c(=O)c3ccccc3n2C)c(=O)n1C1CCCCCC1	7.5	-1.4%	?	0.4%	2.2	1.6	11.5%	5.4%	17.4%	0.6
CCCCOc1ccc(C(=O)N2CCCC2C(=O)O)cc1 (stereo not drawn)	-3.4	3.5%	-2.6%	0.9%	2.6	2.9	-2.1%	-0.6%	-1.6%	5.3
CCn1nnnc1SCC(=O)Nc1nnc(C(C)C)s1	0.1	2.4%	6.9%	-2.4%	9.0	-7.5	7.2%	-10.8%	2.6%	6.3
COc1cc2oc(=O)cc(-c3ccc(-c4ccc(C#N)cc4)cc3)c2c(OC)c1OC	nt	15.7%	nt	nt	-3.3	2.0	nt	-0.9%[11.5 µM]	40.9%	-44.5
Cc1cc(C)cc(OCC(O)CN2CCN(C(=O)c3ccco3)CC2)c1 (stereo not drawn)	-1.1	3.4%	-3.0%	-2.0%	2.2	0.8	57.0%[activator]	-4.9%	-20.0%	7.2
CCN(CC)C(=O)CSc1nc2cc3c(cc2c(=O)n1CCCC(=O)NCCc1ccc(OC)c(OC)c1)OCO3	-0.5	-2.5%	-2.2%	-0.9%	40.9	-0.4	9.7%	-1.8%	11.1%	9.3
Cc1ccc(N2CC(C(=O)Nc3nnc(SCCN4CCOCC4)s3)CC2=O)cc1 (stereo not drawn)	2.3	-1.0%	4.5%	-2.5%	-5.3	4.6	?	0.9%	-28.1%	-5.4
COc1ccc(C(=O)/C=C/C(=O)N(CC(=O)NC2CCCCC2)Cc2cccs2)c(O)c1	13.9	-4.2%	0.1%	-3.2%	-1.3	0.7	1.0%	5.6%	-49.2%[inhibitor]	9.4
CC1CCc2sc(C(=O)Nc3ccc(N4CCOCC4)cc3)cc2C1 (stereo not drawn)	?	-14.7%	-1.7%	-3.2%	-13.2	-0.9	-2.9%	-0.6%	16.5%	-14.0
CC(C)Oc1ccccc1NC(=O)CSc1nc2ccccc2c(=O)n1C	5.3	-1.0%	3.5%	-5.4%	4.2	0.8	23.0%	1.1%	-30.0%	6.0
O=C(CCc1ccccc1)N1CCN(S(=O)(=O)c2cccs2)CC1	12.2	1.1%	5.0%	-3.5%	-13.1	nt	21.0%	16.0%	7.8%	-4.0
CCC1Nc2ncnc(N3CCN(c4ccccc4)CC3)c2N(Cc2ccc(Br)cc2)C1=O (stereo not drawn)	?	2.1%	nt	nt	6.0	nt	nt	-8.9%	-23.3%	-88.0*
Cn1c(Cc2ccccc2)n[nH]c1=S	6.3	3.3%	nt	0.7%	-2.5	-0.3	16.8%	-4.4%	27.2%	-8.1
O=C(O)CCCC(=O)N1CCN(c2ncccn2)CC1	nt	5.3%	nt	-0.1%	-3.8	-5.5	-2.6%	5.2%	19.9%	-2.0
O=C(CNC(=O)c1ccc(Br)o1)NCC1CCCCC1	10.1	1.2%	nt	nt	-4.5	nt	nt	-9.8%	11.8%	-2.5
CC1=C(C(=O)NC(C)CCc2ccccc2)C2(CCC(C)CC2)OC1=O (stereo not drawn)	25.2	-2.0%	-2.0%	-0.4%	-1.4	-0.5	5.3%	3.5%	-27.1%	nt
CCOc1ccc(C2NC(=O)C(C#N)=C(S)N2c2ccc(OC)cc2)cc1OC (stereo not drawn)	0.5	-0.3%	-10.6%	0.4%	-6.0	4.5	?	10.7%	-26.7%	14.9
Clc1ccccc1-c1nc(/C=N/N2CCOCC2)c2ccccn12	5.2	19.7%	29.0%	6.5%	-4.6	-9.0	4.4%	-6.7%	-15.3%	-15.0
COCCNC(=O)c1cc(S(=O)(=O)N2CCOCC2)ccc1SCc1cccc(OC)c1OC	0.8	-1.0%	-6.3%	5.5%	-14.4	0.0	15.4%	2.3%	15.3%	-7.9
COCCN1Cc2cccc(C(=O)N3CCN(c4ccccc4)CC3)c2C1=O	-2.4	0.9%	2.0%	0.3%	-0.5	0.2	1.9%	-5.6%	-17.6%	6.7
CCc1ccccc1-n1c(SCC(=O)N2CCCC2)nnc1-c1ccccn1	1.6	-1.3%	-1.6%	1.0%	-7.0	2.5	-1.7%	-4.5%	-6.0%	7.5
CCOC(=O)N1CCN(C(=O)c2cc3n(n2)C(C(F)(F)F)CC(c2ccc4c(c2)OCO4)N3)CC1 (stereo not drawn)	-0.9	-2.4%	-8.0%	1.8%	0.6	-1.9	7.7%	4.8%	-36.0%	-6.8
C=CCSc1nc(C)c(CCC(C)C)c(=O)[nH]1	11.9	-2.7%	-16.5%	1.0%	nt	-1.0	5.1%	-1.9%	0.0%	-8.7
Cc1nc2c(-c3ccccc3)c(C)nn2c(N)c1-c1ccccc1	9.8	8.3%	4.0%	0.6%	-6.0	-1.4	14.3%	nt	-31.5%	3.4
O=C1C=C(c2cc(C(F)(F)F)cc(C(F)(F)F)c2)C[C@@H](c2ccc(Cl)cc2)C1	17.8	-5.4%	nt	nt	2.0	nt	nt	-2.7%	-1.3%	15.3
Cc1cc(=O)oc2c(CN(CC(C)C)CC(C)C)c(O)ccc12	7.1	i	28.7%	-2.8%	16.0	-2.8	-10.3%	3.2%	6.6%	3.7
O=[N+]([O-])c1ccccc1Nc1ccccc1	3.2	-5.2%	?	-0.7%	0.3	-1.1	3.1%	-1.5%	-547.5%[inhibitor]	18.0
O=C(O)c1ccc(NC(=O)c2ccccc2Br)c(NC(=O)c2ccccc2Br)c1	-2.0	4.2%	-12.6%	-1.7%	-18.0	5.9	-0.8%	5.9%	4.5%	19.3
Cc1cc(NC(=O)c2c(C)noc2C)no1	-0.6	8.9%	0.4%	3.1%	8.1	1.2	-7.7%	-6.5%	-4.0%	-11.5
CCCCCC(=O)Nc1cc(S(=O)(=O)N2CCCCC2)ccc1N1CCCCC1	nt	-0.5%	nt	nt	-1.2	nt	nt	nt	-26.0%	-5.4
NS(=O)(=O)c1ccc(CCNCc2cc(Br)ccc2OCc2ccccc2)cc1	21.4	-1.2%	-3.0%	3.5%	-28.2	3.3	6.5%	-4.6%	-42.8%	-70.2*
